SKKanGAS inh: S. pyogenes SKKanGAS growth inhibitors in kanamycin, primary screen, streptokinase expression inhibitor project, SKKanGAS strain, BacTiter-Glo luminescence; hit rate 1.3% among 300,000; inhibition, % at 7.5 µM; 6 h; AID 1662, 2009;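 active = mean replicate score, as percent of positive control median, at least 50; inconclusive = mean below 50 but one replicate at or above 50; inactive = mean and every replicate below 50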;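 also: strain carries kanamycin resistance gene driven by streptokinase promoter and grows in 40 µg/ml kanamycin; loss of luminescence reflects streptokinase promoter inhibition or plain growth inhibition; 0% = median of DMSO wells and 100% = positive control at its reference dose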
MrgX1 antag: antagonists of human MrgX1 receptor, primary screen, HEK293 cells, Fluo-4 calcium flux; hit rate 1.3% among 310,000; AID 588676, 2011; Mas-related G-protein coupled receptor member X1 (Homo sapiens), Q96LB2; BAM8-22 antagonism; stronger effect = lower value; B-score at 10 µM;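 active = calcium-response B-score plate-corrected more than 3 library SD below zero, starting fluorescence within 5 deviations, no agonist response on first addition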;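 also: peak minus trough fluorescence over baseline after final BAM8-22 challenge near maximal dose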
TRPC4 block: inhibitors of mouse TRPC4 channel, primary screen, Fluo4 calcium, HEK293 TRPC4beta/mu-opioid cells; Short transient receptor potential channel 4 (Mus musculus), Q9QUQ5; DAMGO-evoked Fluo4 calcium flux; stronger effect = lower value; B-score at 10 µM; hit rate 0.39% among 300,000; AID 2247, 2010;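 active = B-score over 3 SD under the library average, no early fluorescence shift, positive overall ratio signal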
Target sequence (Q9QUQ5 whole entry, looked up): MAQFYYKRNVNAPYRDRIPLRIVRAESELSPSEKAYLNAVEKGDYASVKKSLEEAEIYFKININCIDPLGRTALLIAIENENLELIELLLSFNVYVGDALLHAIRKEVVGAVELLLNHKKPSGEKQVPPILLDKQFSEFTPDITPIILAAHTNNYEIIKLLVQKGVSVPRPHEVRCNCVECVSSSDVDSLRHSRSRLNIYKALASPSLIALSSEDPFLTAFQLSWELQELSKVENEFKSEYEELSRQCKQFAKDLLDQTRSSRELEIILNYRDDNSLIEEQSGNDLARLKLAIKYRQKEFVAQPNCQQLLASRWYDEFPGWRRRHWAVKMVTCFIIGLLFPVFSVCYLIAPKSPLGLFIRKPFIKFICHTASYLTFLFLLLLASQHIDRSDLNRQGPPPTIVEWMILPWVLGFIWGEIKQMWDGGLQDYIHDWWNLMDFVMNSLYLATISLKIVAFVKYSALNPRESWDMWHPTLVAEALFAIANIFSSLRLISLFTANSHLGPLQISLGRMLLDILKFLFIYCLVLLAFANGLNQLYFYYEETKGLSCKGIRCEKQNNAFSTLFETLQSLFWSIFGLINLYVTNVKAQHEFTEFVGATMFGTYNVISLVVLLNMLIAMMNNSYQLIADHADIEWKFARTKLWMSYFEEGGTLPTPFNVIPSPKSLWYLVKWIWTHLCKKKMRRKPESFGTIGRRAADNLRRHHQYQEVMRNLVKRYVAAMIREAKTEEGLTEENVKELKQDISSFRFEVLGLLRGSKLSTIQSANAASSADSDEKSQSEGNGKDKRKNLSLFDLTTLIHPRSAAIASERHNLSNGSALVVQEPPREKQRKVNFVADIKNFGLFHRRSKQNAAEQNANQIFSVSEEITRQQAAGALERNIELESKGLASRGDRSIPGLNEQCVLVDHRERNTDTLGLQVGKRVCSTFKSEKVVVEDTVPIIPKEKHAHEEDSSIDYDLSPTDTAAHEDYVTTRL
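Material: HEK293 cells with stable TRPC4beta plus mu-opioid receptor expression / Probe or stimulus: DAMGO in two steps, submaximal then maximal / Compound: single concentration per test compound / Technique: kinetic Fluo4 fluorescence imaging of calcium influx / Read-out: per-well B score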
Platelet DG rel: inhibitors of platelet dense granule secretion, primary screen, cell-based, MLPCN, human platelets. human platelet-rich plasma, SFLLRN dense granule ATP release, luminescence. inhibition, %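 (compounds screened at 7.5 µM in platelet-rich plasma)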. hit rate 0.22% among 300,000. AID 1663, 2009;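 active = mean replicate score, as percent of positive control, at or above 50; inconclusive = mean below 50 but at least one replicate at or above 50; inactive = mean and every replicate below 50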
MrgX1 PAM: positive allosteric modulators of MrgX1, primary screen, HEK293 cells, Fluo-4 calcium flux | Mas-related G-protein coupled receptor member X1 (Homo sapiens), Q96LB2 | FDSS; stronger effect = higher value | B-score at 10 µM | hit rate 0.63% among 310,000 | AID 588675, 2011;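 active = plate-corrected calcium response at least 3 library SD above typical, normal starting fluorescence, not activating the receptor alone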;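 also: compound read alongside a low EC10 to EC30 dose of BAM8-22 agonist; peak minus trough fluorescence over baseline measured at the second addition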
TRPC6 activator: mouse TRPC6 channel activators, primary screen, cell-based, HEK293, membrane potential dye | Short transient receptor potential channel 6 (Mus musculus), Q61143 | HEK293-TRPC6 membrane potential dye fluorescence; stronger effect = higher value | B-score at 10 µM | hit rate 0.13% among 310,000 | AID 2550, 2010;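 active = B-score of the integrated fluorescence ratio above library mean plus 3 SD, and starting fluorescence ratio within library mean plus 5 SD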;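 also: higher score means more depolarization so channel activation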
RGS4 pot: RGS4 potentiators or activators, primary screen, cell-based, HEK293 M3R inducible RGS4, calcium flux; carbachol calcium flux Fluo4; stronger effect = lower value; hit rate 0.92% among 310,000; B-score at 10 µM;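 active = B-score of the integrated calcium signal more than 4 SD below the library mean, with starting fluorescence not abnormally high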;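 also: negative B-score means reduced calcium response which marks RGS4 activation or potentiation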
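Also added: carbachol at ECmax as muscarinic agonist stimulus; Assay system: HEK293 cells with stable M3R and inducible RGS4; Timing: overnight RGS4 induction, 30 min dye load 37 °C, 20 min compound RT; Measured by: Fluo4-AM (2 µM) calcium-flux fluorescence, kinetic read.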
TRPC6 inh: mouse TRPC6 channel inhibitors, primary screen, cell-based, HEK293, membrane potential dye; Short transient receptor potential channel 6 (Mus musculus), Q61143; ACh-evoked depolarization; stronger effect = lower value; B-score at 10 µM; hit rate 1.1% among 310,000; AID 2553, 2010;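 active = B-score under library mean minus 3 SD, initial fluorescence not abnormally high, positive integrated signal ratio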;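 also: B-score derived from integrated fluorescence ratio over the kinetic read; more negative B-score means stronger inhibition of depolarization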
RGS4 block: RGS4 inhibitors, primary screen, cell-based, HEK293 M3R inducible RGS4, calcium flux; Regulator of G-protein signaling 4 (Homo sapiens), P49798; Fluo-4 calcium flux; stronger effect = higher value; triggered by carbachol at its EC20; B-score at 10 µM; hit rate 0.45% among 310,000; AID 463165, 2010;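 active = B-score, a plate-corrected calcium signal, over three deviations above library mean, with baseline fluorescence within five deviations of library mean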;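 also: RGS4 expression induced by doxycycline in cells with stable M3 receptor; B-score is computed from the integrated fluorescence ratio over baseline after carbachol; higher B-score means a larger calcium signal and so more RGS4 inhibition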
HIF act: HIF pathway transcriptional activators, primary screen, cell-based, U2OS HRE-luciferase, luminescence | U2OS HRE-luciferase reporter; normalized: DMSO 0%, desferrioxamine 100% | activation, % at 7.5 µM (by protocol) | hit rate 0.32% among 300,000 | AID 1910, 2009;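 active = mean activation of at least 10% of the iron chelator positive control signal, with at least half of replicates also reaching 10%; inconclusive = mean and replicate majority disagree about reaching 10%; inactive = mean and most replicates under 10%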
MrgX1 ag: agonists of human MrgX1 receptor, primary screen, HEK293 cells, Fluo-4 calcium flux; Mas-related G-protein coupled receptor member X1 (Homo sapiens), Q96LB2; Fluo-4 calcium fluorescence, agonist mode; stronger effect = higher value; B-score at 10 µM; hit rate 0.44% among 310,000;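 active = calcium response B-score plate-corrected fluorescence ratio at least 3 library SD, with starting fluorescence B-score inside 5 SD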
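Material: HEK293 cells stably expressing human MrgX1 receptor | Quantity: 15,000 cells per well | Times: Cells plated overnight, dye loaded 0.5 h 37 °C, 0.5 h room temperature | Measured by: Kinetic Fluo-4 NW fluorescence of intracellular calcium | Control set: Positive and negative controls per plate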
An asterisk follows results filed as active; i = inactive; ? = inconclusive; . = not tested or not shown.

SMILES	SKKanGAS inh	MrgX1 antag	TRPC4 block	Platelet DG rel	MrgX1 PAM	TRPC6 activator	RGS4 pot	TRPC6 inh	RGS4 block	HIF act	MrgX1 ag
CC(NC(=O)C1CCC(CNC(=O)[C@@H]2Cc3ccccc3CN2)CC1)c1ccccc1 (stereo partly drawn)	3	i	i	-3	i	i	i	i	i	0.0	i
O=C(NCc1ccccc1)c1cccc(COc2ccccc2Cl)c1	15	i	i	-3	i	i	i	i	i	-10	i
Cc1cccc2cc3c(NC(=O)c4ccccn4)nn(C)c3nc12	-7	i	i	0	i	i	i	i	i	0.0	i
Nc1ccc(NC(=O)c2cccs2)cc1	11	i	i	9	i	i	i	i	i	-0.8	i
Cc1nc(C(N)=O)nc2ccccc12	1	i	i	-2	i	i	i	i	i	0.4	i
O=C(N/N=C/c1c(O)ccc2ccccc12)c1[nH]ncc1Br	14	i	i	-12	i	i	i	i	i	115*	i
CSc1nc(-c2ccc(Cl)cc2)c(C#N)c(=O)[nH]1	-5	i	i	-7	i	i	i	i	i	-0.4	i
O=C(NCCCn1ccnc1)c1nn2c(C(F)(F)F)cc(-c3ccc(Br)cc3)nc2c1Cl	13	i	i	1	i	i	i	i	i	-0.5	i
CCOC(=O)c1c(C)[nH]c(C)c1C(=O)CSc1nnc(-c2ccncc2)n1Cc1ccccc1	-2	i	i	1	i	i	i	i	i	-0.7	i
CCOC(=O)c1c(NC(=O)CSc2nnc(-c3ccccc3)o2)sc(C(C)=O)c1C	12	i	i	-4	i	i	i	i	i	0.1	i
CC(C)C(OC(=O)CN1C(=O)c2ccccc2C1=O)C(=O)NC1CCCCC1 (stereo not drawn)	0	i	i	-34	i	i	i	i	i	0.5	i
NC(=O)c1cc(-c2ccccc2)sc1NC(=O)Cc1ccc(S(=O)(=O)N2CCOCC2)s1	27	i	i	1	i	i	i	i	i	-0.9	i
Cc1nn(-c2ccccc2)nc1C(N)=O	6	i	i	9	i	i	i	i	i	-0.7	i
COc1cc(S(=O)(=O)Nc2cccnc2)ccc1F	-2	i	i	-4	i	i	i	i	i	0.3	i
Cc1ccc2oc(C(=O)NCc3ccc(S(N)(=O)=O)cc3)cc(=O)c2c1	-8	i	i	7	i	i	i	i	i	0.5	i
O=[N+]([O-])c1cc2c(cc1CN1CCN(CCOCCO)CC1)OCO2	-6	i	i	15	i	i	i	i	i	-0.6	i
COc1ccc(C)cc1Nc1n[n+](-c2ccccc2)c(-c2ccc(C(=O)O)cc2)s1	3	i	i	2	i	i	i	i	i	1.0	i
CC1=C(C#N)C(=O)NC(=O)/C1=C\c1ccc(-c2ccc(C)cc2[N+](=O)[O-])o1	-2	.	i	3	.	i	i	i	i	-0.4	.
Cc1ccc2nc(-c3cccnc3)c(NC3CCCC3)n2c1	3	i	i	18	i	i	i	i	i	-5.9	i
CC(C)Cc1[nH]c(=O)c(C#N)c2c1CCCC2	0	i	i	-3	i	i	i	i	i	.	i
CCc1cccc(C)c1NC(=O)CC(C)(C)CC(=O)O	-1	i	i	21	i	i	i	i	i	0.6	i
O=C(NCCCn1ccnc1)c1cc(-c2ccc(Br)cc2)on1	-3	i	i	5	i	i	i	i	i	1.3	i
Cc1ccc(-c2nc3c(Cl)cc(Cl)cc3c(=O)n2O)cc1	90*	i	i	-7	i	i	i	i	i	-19	105*
COCCN(C(=O)COC(=O)CC1CCCCC1)c1c(N)n(Cc2ccccc2)c(=O)[nH]c1=O	24	i	i	16	i	i	i	i	i	-1.0	i
Cc1cccc(N(CC(=O)NCc2ccc(F)cc2)C(=O)c2ccco2)c1	-1	i	i	2	i	i	i	i	i	-0.3	i
O=c1c(Cc2ccc(F)cc2)c(O)ccn1Cc1ccc(F)cc1	0	i	i	2	i	i	i	i	i	0.2	i
Cc1ccc(C(=O)/C=C/c2ccc3c(c2)OCCO3)c(O)c1	30	i	i	7	i	i	i	i	i	2.9	i
CCCOC(=O)Nc1ccc(C(N)=O)cc1	-1	i	i	?	i	i	i	i	i	0.4	i
COc1c(C(=O)NCCSC(C)(C)C)ccc2ccccc12	-19	i	i	8	i	i	i	i	i	1.1	i
COC(=O)c1c(N)n(-c2ccc(NC(C)=O)cc2)c2nc3ccccc3nc12	-2	i	i	11	i	i	i	i	i	-0.3	i
O=C(NC(CO)Cc1ccccc1)c1ccccc1 (stereo not drawn)	-8	i	i	-16	i	i	i	i	i	-0.4	i
CCn1cc(CN2CCCC(CNS(=O)(=O)Cc3ccccc3)C2)cn1 (stereo not drawn)	3	i	i	3	i	i	i	i	i	0.7	i
COc1ccc(C2C(C#N)=C(/N=C/N3CCN(C)CC3)OC3=C2C(=O)CC(C)(C)C3)cc1OC (stereo not drawn)	-1	i	i	-3	i	i	i	i	i	-0.1	i
O=C(CSc1ncc(C(F)(F)F)cc1Cl)N1CCN(S(=O)(=O)c2ccc(Cl)cc2)CC1	-9	i	i	5	i	i	i	i	i	-0.3	i
O=C(COc1ccc(Cl)cc1)NCc1ccc(F)cc1	-6	i	i	-3	i	i	i	i	i	-0.7	i
COc1ccc(C(=O)/C=C/C(=O)N(Cc2ccc(F)cc2)C(C(=O)NC2CCCCC2)c2ccncc2)c(O)c1 (stereo not drawn)	27	i	i	-5	i	i	i	i	i	-0.2	i
COc1ccc(CCNC(=O)CS(=O)(=O)c2cn(CC(=O)N3CCOCC3)c3ccccc23)cc1OC	7	i	i	7	i	i	i	i	i	-0.3	i
O=C(c1ccco1)N1CCN(S(=O)(=O)c2cccs2)CC1	5	i	i	-2	i	i	i	i	i	-0.2	i
c1ccc(C2NCCn3cccc32)cc1 (stereo not drawn)	6	i	i	3	i	i	i	i	i	1.5	i
CC(=O)Nc1ccc(S(=O)(=O)N2CCN(c3cccc(C)c3C)CC2)cc1	-20	i	i	-5	i	i	i	i	i	0.8	i
COc1ccc(CC(=O)NCc2nnc(SCC(=O)Nc3ccc(OC)cc3)n2C)cc1	-8	i	i	-7	i	i	i	i	i	-0.2	i
CCOC(=O)c1c(N)sc2c1CCC(CC)C2 (stereo not drawn)	-1	i	i	1	i	i	i	i	i	-0.6	i
O=C(NCCCN1CCCC1=O)C1CCCO1 (stereo not drawn)	-7	i	i	-1	i	i	i	i	i	-0.2	i
Cc1c(NS(=O)(=O)c2ccc3c(c2)OCCO3)cccc1-c1nc2cccnc2s1	1	i	i	17	i	i	i	i	i	-0.4	i
COc1ccc(-n2nc3ccccc3n2)cc1	-8	i	i	-3	i	i	i	i	i	3.4	i
Cc1cc(C)n2nc(SCC(N)=O)nc2n1	22	i	i	11	i	i	i	i	i	-0.2	i
CCOC(=O)c1[nH]c(=O)[nH]c1CSc1nc(C)cc(C)n1	8	i	i	-1	i	i	i	i	i	-0.3	i
O=c1[nH]c2ccc(Cl)cc2c(-c2ccccc2)c1SC(=S)N1CCOCC1	84*	i	i	-4	i	i	i	i	i	-0.2	i
COc1ccc(NS(=O)(=O)c2ccc(NC(=O)C(C)(C(F)(F)F)C(F)(F)F)cc2)nn1	-3	i	.	3	i	i	i	i	i	-0.1	i
Cc1csc(=O)n1CC(=O)OCc1nnc(-c2ccc(Cl)cc2)o1	-16	i	i	-16	i	i	i	i	i	-0.1	i
COc1ccc(/C=N/NC(=O)CCn2cnc(-c3ccccc3)c2-c2ccccc2)cc1OC	9	-5.6*	i	2	i	i	i	i	i	1.1	i
CCCCn1c(NCc2ccc3c(c2)OCO3)nc2ccccc21	7	i	i	-1	i	i	i	-5.2*	i	-0.2	i
O=C(Nc1ccc(F)cc1)c1ccc(S(=O)(=O)NCC2CCCO2)cc1 (stereo not drawn)	-3	i	i	11	i	i	i	i	i	-0.3	i
CCCn1c(C)cc(C(=O)COC(=O)c2ccc[nH]c2=O)c1C	6	i	i	7	i	i	i	i	i	-2.9	i
COc1cc(CC(=O)OCC(=O)c2ccc3c(c2)OCCO3)cc(OC)c1OC	-7	i	i	0	i	i	i	i	i	0.1	i
CCn1c(SCC(=O)NCc2ccccc2)nnc1C(CO)NC(=O)c1ccccc1 (stereo not drawn)	5	i	i	4	i	i	i	i	i	0.4	i
CCSc1nc2ccccc2n1CC(=O)O	20	i	i	6	i	i	i	i	i	-1.0	i
C(=N\Nc1ccc(-n2ccnc2)nn1)/c1ccccc1	-6	i	i	-3	i	i	i	i	i	-0.3	i
Cc1ccc(C)c(Nc2c([N+](=O)[O-])cc(C(=O)N3CC(=O)Nc4ccccc43)cc2[N+](=O)[O-])c1	11	i	i	2	i	i	i	i	i	-0.5	i
CCNC(=O)N(C(=O)NCC)n1c(C)nnc1C	1	i	i	4	i	i	i	i	i	-0.2	i

Remaining list, next part:
SMILES	SKKanGAS inh	MrgX1 antag	TRPC4 block	Platelet DG rel	MrgX1 PAM	TRPC6 activator	RGS4 pot	TRPC6 inh	RGS4 block	HIF act	MrgX1 ag
CN(CCOc1ccc(Cl)cc1)C(=O)C1CCN(C(=O)c2ccc(Cl)cc2)CC1	3	i	i	9	i	i	i	i	i	-5.4	i
COc1cccc(NC(=O)c2ccc(NC(=O)C(C)C)cc2)c1	-8	i	i	31	i	i	i	i	i	1.9	i
CCCCc1n[nH]c(=S)n1Cc1ccc(C)cc1	5	i	i	-5	i	i	-8.3*	i	i	-0.4	i
Cc1cc(C)n(CCN(C)C(=O)CCc2nnc(CCC3CCCCC3)o2)n1	0	i	i	2	i	i	i	i	i	1.6	i

From PubChem BioAssay

Outcome played no part in choosing rows. About 6.1% of those tested had a hit in this group.
